# Source: PubChem BioAssay (National Center for Advancing Translational Sciences (NCATS))
# D2 PAM: D2 dopamine receptor (human) potentiation; P14416; potentiation, % at 10 µM; HEK293 T-REx D2, calcium flux, EC20 dopamine potentiation; 340,000 tested, 0.34% active;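 active = potentiation over 3 SD above the plate norm, cut at about 30% in these data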; also: 0% is about no effect
#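 Tetracycline-induced HEK293 T-REx cells force-coupled to calcium signalling expressed D2; compounds were pin-added after a 10 s baseline, read kinetically 180 s, then an EC20 dopamine challenge followed with a further 180 s calcium read.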
# RXFP1 antag: RXFP1 (human) relaxin receptor antagonism. HEK293-RXFP1, relaxin-stimulated cAMP HTRF, 30 min; hits give low values. activity change, negative = inhibition, % at 57.5 µM. 350,000 tested, 0.59% active;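 active = activity change of -60% or lower, but not beyond a set lower limit; inconclusive = change between -60% and -40%, or beyond the set limit; inactive = change above -40%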; also: % is scaled to controls: 0 for no effect and ±100 for the full control effect
# Anesthetic bind: candidate novel general anesthetic via apoferritin binding; P02791; 350,000 tested, 0.074% active; AID 485281; apoferritin/1-aminoanthracene competitive binding, fluorescence; Potency, µM (highest dose often 77.5 µM), inactives show top-dose activity change, negative = displacement, usual class: inhibitors; also: potency is read from the fitted curve at half-maximal effect; % is scaled to controls: 0 for no effect and ±100 for the full control effect; nearly all actives have a fitted effect of over 20% in size
# Target sequence (P02791 2-175 limits assumed): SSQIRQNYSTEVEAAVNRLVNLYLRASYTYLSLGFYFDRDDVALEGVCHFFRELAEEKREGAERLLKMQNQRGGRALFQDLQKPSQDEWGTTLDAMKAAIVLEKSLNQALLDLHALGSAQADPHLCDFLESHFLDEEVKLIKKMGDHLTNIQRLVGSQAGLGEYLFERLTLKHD
#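 Probe: 1-aminoanthracene (50% saturated, PBS). Protein: horse-spleen apoferritin, 10 uM. Incubation: 10 min, room temperature. Detection: 380 nm excitation, 535 nm emission. Analysis: normalized response, four-parameter Hill.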
# D1 PAM: human D1 dopamine receptor positive modulation. AID 504651. potentiation, % at 10 µM. P21728. 360,000 tested, 0.036% active. HEK293 TREx D1 cells, calcium flux, dopamine EC20 potentiation; in the data active = potentiation above about 30%; also: 0% is about no effect
# Target sequence (P21728 whole entry, looked up): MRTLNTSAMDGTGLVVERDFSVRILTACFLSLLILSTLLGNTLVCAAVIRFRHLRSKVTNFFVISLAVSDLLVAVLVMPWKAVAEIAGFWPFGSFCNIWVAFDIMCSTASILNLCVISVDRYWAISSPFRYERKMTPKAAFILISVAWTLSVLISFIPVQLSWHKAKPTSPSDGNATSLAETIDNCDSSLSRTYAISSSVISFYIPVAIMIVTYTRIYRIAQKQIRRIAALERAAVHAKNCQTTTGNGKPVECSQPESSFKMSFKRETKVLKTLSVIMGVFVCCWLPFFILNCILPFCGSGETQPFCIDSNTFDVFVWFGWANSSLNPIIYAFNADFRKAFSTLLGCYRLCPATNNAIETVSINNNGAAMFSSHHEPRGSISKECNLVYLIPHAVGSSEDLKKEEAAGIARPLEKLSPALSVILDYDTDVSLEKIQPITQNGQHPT
# TRHR PAM: allosteric enhancers of human TRH receptor; P34981; TRHR cells, fluo-8 calcium fluorescence, EC20 TRH enhancement; enhancement, % at 2 µM; 360,000 tested, 0.66% active; AID 493056; in the data active = enhancement above about 30%; also: 0% is about no effect
# Target sequence (P34981 whole entry, looked up): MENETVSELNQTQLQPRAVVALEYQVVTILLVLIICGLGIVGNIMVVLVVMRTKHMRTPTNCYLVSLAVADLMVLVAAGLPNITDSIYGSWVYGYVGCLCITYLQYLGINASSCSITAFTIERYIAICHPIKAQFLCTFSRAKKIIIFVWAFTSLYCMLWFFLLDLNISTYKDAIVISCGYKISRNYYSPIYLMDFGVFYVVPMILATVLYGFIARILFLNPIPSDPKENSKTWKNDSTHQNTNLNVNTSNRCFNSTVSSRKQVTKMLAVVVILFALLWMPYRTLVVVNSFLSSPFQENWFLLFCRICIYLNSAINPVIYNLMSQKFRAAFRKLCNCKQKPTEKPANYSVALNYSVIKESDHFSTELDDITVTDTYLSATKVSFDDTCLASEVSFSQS
#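 Enhancer read-out: after compound pinning and an initial kinetic agonist-mode read, an EC20 of TRH (10 nM final) was injected and fluo-8 calcium signal (Ex 480/Em 530) followed at 1 s/cycle for 100 cycles in TRHR-expressing cells.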
# RXFP1 agonist: agonists of human relaxin receptor RXFP1. HEK293T-RXFP1 cAMP TR-FRET, 30 min; response scale: percent of porcine relaxin response, buffer zero. Potency, µM (top dose mostly 57.5 µM), for inactives: at the highest dose activation, usual class: activators. 370,000 tested, 0.3% active. AID 2676; also: potency is read from the fitted curve at half-maximal effect; % is scaled to controls: 0 for no effect and ±100 for the full control effect; nearly all actives have a fitted effect of over 60% in size; many of its hits are not listed in these tables
#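 cAMP rise read by TR-FRET after 30 min, 37C compound exposure (up to 58 uM) in RXFP1-transfected HEK293 cells with Ro 20174 present. EC50 from Hill-equation fits, with 29 nM porcine relaxin as 100% and buffer as basal.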
# D1 antagonist: human D1 dopamine receptor antagonism. activity change, negative = inhibition, % at 10 µM. HEK293 TREx D1 cells, calcium flux, dopamine EC80; hits give low values. 360,000 tested, 3.2% active; in the data active = activity change below about -30%; also: % is scaled to controls: 0 for no effect and ±100 for the full control effect
#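 Kinetic fluorescence of a calcium dye serves as the read-out. D1-expressing Hek293 Trex cells, induced overnight at 30 C, are exposed to compound for 180 s before an EC80 dopamine addition, then read 180 s further.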
# D1 agonist: agonists of human D1 dopamine receptor; HEK293 T-REx D1 cells, calcium flux, agonist mode; activation, % at 2 µM; 360,000 tested, 1% active; AID 504660; in the data active = activation above about 30%; also: 0% is about no effect
#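 Inducible HEK293 T-REx D1 cells, force-coupled to calcium signalling, were plated at 4000 cells/well with tetracycline and held overnight at 30 C. After no-wash calcium dye loading, compound-evoked calcium rise over 180 s flagged agonists.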
# TRHR agonist: agonists of human TRH receptor | 360,000 tested, 0.18% active | P34981 | TRHR cells, calcium flux fluo-8, FDSS agonist mode | AID 493084 | activation, % at 2 µM; in the data active = activation above about 30%; also: 0% is about no effect
#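 In this calcium-flux screen, cells bearing human TRHR are dye-loaded with fluo-8, baselined for 10 cycles, then exposed to library compounds; positive kinetic calcium responses during the agonist phase mark hits, with TRH as control.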
# Numbers without * were called inactive; ? = inconclusive; / = not tested or not shown; & = joins results of further samples. Unless noted, calls follow the shape of the dose curve; as a rule, active = well fitted curve in the direction sought with a large enough effect; inconclusive = small, poorly fitted or top-dose-only effect, or another doubt; inactive = no such curve, though single readings can be large; an effect the other way counts as inactive or inconclusive. A portion of the library; count on the stated rates, not on these rows.
SMILES,D2 PAM,RXFP1 antag,Anesthetic bind,D1 PAM,TRHR PAM,RXFP1 agonist,D1 antagonist,D1 agonist,TRHR agonist
CCOc1ccc(CCNC(=O)CSc2cc(=O)n(C)c3cc(Cl)ccc23)cc1OCC,-5.3&3.0,-1.5&-4.6,-3.1%&-4.1%,1.3&-5.0,2.3&8.3,6.1%&5.3%,-17.1&-10.8,-2.1&1.1,0.1&-1.6
O=C(O)CSc1nnc(-c2cc3ccccc3o2)n1-c1ccccc1,/,0.3,11.4%,-2.3,1.6,-0.6%,13.0,0.4,1.8
COc1cc(/C=C(\C#N)c2nc3ccc(C)cc3[nH]2)c([N+](=O)[O-])cc1OC,0.0,15.5,?,3.1,8.3,1.5%,2.6,1.5,0.7
CCc1ccc2c(COC(=O)C3CSC4(C)CCC(=O)N34)cc(=O)oc2c1 (stereo not drawn),3.1,4.5,/,-0.3,0.1,0.5%,-14.4,-0.6,-0.7
COc1ccccc1CNc1ncnc2onc(-c3ccc(Cl)cc3)c12,21.8,/,3.3%,-1.0,-2.7,2.0%,22.5,3.0,-1.2
CCc1nnc(N2C(=O)c3cccc4cccc(c34)C2=O)s1,4.9,-8.0,-9.3%,6.1,9.4,0.1%,-5.3,-1.6,-2.2
COc1ccccc1CCC(=O)Oc1ccccc1C#N,-7.9,-1.5,-8.5%,-9.7,-6.7,0.1%,3.2,0.9,-0.4
COC(=O)CCN1CCc2cc(N=Nc3ccc([N+](=O)[O-])cc3)ccc21,-8.1,5.0,1.1%,-3.0,-11.8,-10.8%,-17.2,1.7,0.1
COc1cc2c(cc1OC)-c1nc3ccccc3c(=O)n1C(C)(C)C2,18.2,-9.7,-4.6%,-5.2,9.9,2.2%,1.7,3.4,0.3
COc1ccc(NC(=O)CSc2nnc(NC(=O)c3ccco3)s2)cc1,1.1,-5.7,0.2%,4.0,-2.3,2.9%,-2.3,2.2,-0.2
COc1cccc(NC(=O)c2nn(C)c3c2CS(=O)(=O)c2ccccc2-3)c1,7.2,0.5,-1.0%,-5.9,-2.2,0.8%,-8.9,1.2,0.4
COc1ccc(C(CNC(=O)c2cccc(S(=O)(=O)Nc3ccc(C)cc3)c2)N2CCCCC2)cc1 (stereo not drawn),-18.1,-24.4,/,-5.7,-7.0,-1.5%,-4.5,8.8,0.0
COc1ccc(C)cc1NC(=O)C(c1ccccc1)N1CCNC(=O)C1 (stereo not drawn),-3.5,/,-3.5%,-1.1,-3.6,0.9%,-14.4,0.2,-0.2
CCCc1cnc2c(c1SCc1ccc(C(F)(F)F)cc1)c(=O)n(C)c(=O)n2C,1.5,-5.4,-2.9%,1.1,4.9,2.3%,/,7.3,0.2
O=[N+]([O-])c1cccc(/C=N/n2c(COc3ccccc3)n[nH]c2=S)c1,13.6,49.4,-22.4%,3.2,9.3,7.3%,3.8,7.9,-0.3
O=C(COC(=O)c1ccc([N+](=O)[O-])s1)Nc1ccccc1,-4.8,/,-6.0%,0.3,-2.1,-0.5%,-7.6,1.7,-0.2
C=CCn1c(SCc2ccc(C#N)cc2)nnc1-c1cccc(Cl)c1,-24.7,-2.9,-8.5%,-3.2,-0.3,0.1%,-39.5*,-3.7,-1.9
COc1ccc(NC(=S)N2CCN(C(=O)C3CCCO3)CC2)cc1 (stereo not drawn),2.4,0.5,-2.3%,1.7,1.6,-0.7%,-13.7,1.6,0.7
CCOC(=O)c1sc2ccccc2c1S(=O)(=O)NCc1ccc(F)cc1,6.6,-2.1,1.9%,-2.8,-1.7,19.2%,-7.1,4.3,0.4
CSc1nc2ccc(S(=O)(=O)N3CCc4ccccc43)cc2s1,-3.9,-4.8,-3.3%,-0.2,2.4,4.5%,3.4,7.3,0.4
NC(=O)c1ccccc1N/C=C/C(=O)c1cccs1,30.8*,8.3,2.1%,-5.9,-0.7,1.5%,11.3,-1.3,-0.6
Nc1nc(Cl)c(C=O)c(N2CCCCC2)n1,-11.1,-10.6,-6.5%,-4.8,-4.8,0.0%,9.4,2.3,0.2
CCCS(=O)(=O)N1CCN=C1SCc1cccc(F)c1,-4.6,9.8,-11.2%,3.9,-1.3,0.1%,-2.5,1.8,0.4
COc1ccc(OC)c(C2=NOC(C(=O)NCc3ccco3)C2)c1 (stereo not drawn),12.5,8.4,-7.7%,-4.9,6.7,7.3%,12.7,1.1,-0.9
CCN=c1scc(-c2ccc(F)cc2)n1/N=C/c1ccccn1,11.9,-16.5,-17.3%,-10.9,-10.2,0.4%,-26.3,8.9,-0.3

# (listing goes on)
SMILES,D2 PAM,RXFP1 antag,Anesthetic bind,D1 PAM,TRHR PAM,RXFP1 agonist,D1 antagonist,D1 agonist,TRHR agonist
COc1cc(CCC(=O)O)on1,19.6,4.4,4.5%,1.9,15.0,-1.5%,-7.2,-0.1,1.1
O=C(c1ccc(Cl)c(S(=O)(=O)N2CCCC2)c1)N1CCOCC1,-20.3,-9.8,-3.6%,-8.9,4.1,3.0%,5.3,2.6,0.6
O=C(Nc1ccccc1)OCCCc1ccccc1,/,?,?,-2.2,-4.2,-0.6%,-5.4,4.1,-0.5
CCNC(=O)COC(=O)Cc1ccc(Cl)cc1Cl,-3.9,-5.2,-3.8%,-5.2,5.0,0.6%,0.8,4.0,-0.3
O=C(O)CSc1ncn[nH]1,1.2,5.8,-0.3%,3.9,-3.7,0.9%,-5.6,3.2,0.5
O=C1CS/C(=N\C(=O)N2c3ccccc3Sc3ccccc32)N1,4.0,-7.3,-11.3%,1.1,-2.9,-0.8%,-1.7,2.1,-0.4
Cc1nc(Oc2ccccc2)c2ccsc2n1,30.1*,-21.6,2.3%,-2.8,1.4,1.3%,-8.4,3.0,1.2
Cc1nc(SC2CC(=O)N(c3ccc([N+](=O)[O-])cc3)C2=O)nc2c1CCCC2 (stereo not drawn),-6.3,0.4,-7.2%,-5.5,4.1,14.8%,-6.4,0.1,-0.3
CC(C)(C)c1cc(CN2CCN(CCO)CC2)cc(C(C)(C)C)c1O,-29.1,-11.0,1.4%,0.8,-8.7,0.6%,11.3,5.3,0.6
CCCn1nnnc1SCC(=O)N1C(C)CCCC1C (stereo not drawn),-0.8,-2.9,?,-4.9,-9.6,-1.3%,-11.3,2.6,0.6
CC(=O)n1cc([C@@H]2C=C(C(=O)N3CCOCC3)O[C@H](OCCCCO)C2)c2ccccc21,8.2,/,-1.5%,2.1,-2.3,-0.3%,8.8,-1.0,0.3
COc1ccc(N2CCN(C(=O)CSc3nnc(NC(=O)C4CCC4)s3)CC2)cc1,2.0,-10.3,-1.2%,-4.2,-1.6,-1.3%,-32.0*,2.2,0.8
O=C(COC(=O)c1ccccc1)Nc1cccc(S(=O)(=O)N2CCCCC2)c1,9.3,-9.8,/,-2.5,2.3,-0.6%,2.7,4.1,-0.2
O=C(CCNS(=O)(=O)c1ccccc1)OCC(=O)c1ccc[nH]1,8.8,4.6,/,-5.0,-2.3,0.5%,5.2,2.6,0.0
Cc1cc(C)nc(SCC(=O)Nc2ncc(Cc3ccc(Cl)c(Cl)c3)s2)n1,1.8,/,-22.4%,-8.8,0.5,4.9%,9.5,6.5,0.4
CCCCNC(=O)C1CCN(Cc2ccc(OCc3ccccc3)cc2)CC1,-13.1,-35.7,?,-6.0,7.1,-1.0%,-15.5,19.8,1.0
O=C1c2ccccc2CCC12N=NCC2c1ccc(Br)cc1 (stereo not drawn),-2.9,-7.3,?,-0.2,-3.0,2.4%,0.6,4.6,0.5
C=CCSc1nc(N2CCOCC2)c2c(c1C#N)CC(C)(C)N(C)C2,2.3,-9.4,-5.6%,-0.6,1.0,0.8%,-9.0,1.0,0.1
NC(=S)NC(=O)c1ccccc1,-3.4,-8.9,3.2%,-3.0,5.6,2.9%,-4.9,2.1,0.5
CCOC(=O)N1CCN(Cc2nc3c(c(=O)n(C)c(=O)n3C)n2CCC(C)C)CC1,16.9,-0.6,-3.5%,1.7,8.9,3.4%,19.1,-0.7,-0.2
Cc1nn(-c2ccc(Cl)cc2)c(=O)c2ccccc12,11.2,7.3,-19.1%,4.5,-0.2,3.7%,-2.5,-0.2,-2.4
O=C(OC1CCOC1=O)c1ccc(N2CCCC2)c([N+](=O)[O-])c1 (stereo not drawn),14.6,-9.1,-16.2%,7.5,2.8,-0.6%,-12.4,5.6,-0.3
CCN(C(=O)c1ccc(C)c(Br)c1)c1ccccc1,-0.3,-15.2,?,-6.0,3.3,-0.8%,-9.3,1.1,-1.0
O=C(c1ccc(Cl)c(Cl)c1)c1cnc(Nc2ccccc2)s1,-5.1,23.0,-5.7%,1.6,14.9,0.6%,5.4,0.2,-0.4
Cc1cc(C)n(Cc2ccccc2F)c(=O)c1C#N,2.1,/,?,-5.3,-1.7,4.6%,-0.1,-1.5,0.2

# Later entries.
SMILES,D2 PAM,RXFP1 antag,Anesthetic bind,D1 PAM,TRHR PAM,RXFP1 agonist,D1 antagonist,D1 agonist,TRHR agonist
CCOc1cc(/C=C2\N=C3CCCCCN3C2=O)ccc1O,/,-3.2,-13.9%,5.1,0.6,3.9%,-4.0,6.3,5.4
COc1ccc(C(=O)n2c(-c3ccco3)nc3ccccc32)cc1,-4.2,6.3,-22.6%,-4.5,1.6,-0.9%,-9.2,2.2,0.0
Cc1ccc(-c2nc(CCNC(=O)C(=O)Nc3ccc(C)cc3C)cs2)cc1,-2.4,1.1,-10.7%,-4.6,1.6,-1.1%,-13.8,4.7,0.8
CSc1nc2nccc(-c3ccc(Cl)cc3)n2n1,-9.9,13.9,-9.8%,0.2,-0.2,3.8%,1.8,1.0,-0.5
O=C(COc1ccc(Br)cc1)NCCCn1ccnc1,-17.1,2.7,-11.5%,2.6,1.2,0.8%,-15.4,3.6,-0.4
CCSc1cc(N2CCCC2)nc(-c2cccc(C)c2)n1,13.1,-2.0,-4.8%,6.0,31.3*,-0.7%,4.8,16.4,-1.4
Cc1ccc(C2CC(c3cccc(Br)c3)n3nc(N)nc3N2)cc1 (stereo not drawn),1.4,-11.2,3.2%,6.0,-7.6,0.5%,40.8,-0.4,1.4
Cn1cnc([N+](=O)[O-])c1Nc1ccc(O)cc1,-1.2,-1.6,?,5.1,-2.8,-2.5%,24.0,0.9,0.1

# 2 records picked at random from the list so far:
SMILES,D2 PAM,RXFP1 antag,Anesthetic bind,D1 PAM,TRHR PAM,RXFP1 agonist,D1 antagonist,D1 agonist,TRHR agonist
O=C(Nc1ccccc1)OCCCc1ccccc1,/,?,?,-2.2,-4.2,-0.6%,-5.4,4.1,-0.5
COC(=O)CCN1CCc2cc(N=Nc3ccc([N+](=O)[O-])cc3)ccc21,-8.1,5.0,1.1%,-3.0,-11.8,-10.8%,-17.2,1.7,0.1
